L3MBTL1 block = L3MBTL1 (human) inhibition; Q9Y468; 230,000 tested, 0.66% active; AlphaScreen L3MBTL1–H3K9me1 peptide binding; Potency, µM (doses to about 57.1 µM), for inactives: at the top dose activity, negative = inhibition, most hits filed as inhibitors; further: nearly all actives have a fitted effect of over 60% in size
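L3MBTL1 50 nM + b-AHA-H3(1-15)K9me1 75 nM, 30 min RT; compound added, 30 min RT; streptavidin donor/Ni-chelate acceptor beads 10 ug/mL each final, 30 min RT dark; AlphaScreen read.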
RECQ1 helicase = inhibitors of human RECQ1 DNA helicase | RECQ1 DNA unwinding, red fluorescence kinetic read | Potency, µM (series often up to 57.3 µM), without a hit: at the highest dose activity, negative = inhibition, most hits filed as inhibitors | 240,000 tested, 0.54% active | AID 2549;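 further: plate controls were vehicle for no effect and no enzyme for full effect; nearly all actives have a fitted effect of over 30% in size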
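50 nM RECQ1T1 preincubated 15 min with compound in Tris pH 8.0 buffer with MgCl2, DTT, Tween-20 and 2.5 ug/ml poly(dI-dC); started with 200 nM TAMRA/BHQ-2 forked duplex and 2 mM ATP. Unwinding read as fluorescence (525/598 nm), two reads 2 h apart.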
TR SRC2 fluor cs = alters Texas Red total fluorescence, flagging assay interference. Potency, µM (highest dose often 106 µM), inactives show top-dose fluorescence change, negative = quenching. TRb/SRC2 Texas Red total fluorescence interference. AID 1479. 280,000 tested, 0.29% active; active means well fitted curve in either direction with a large enough effect; inconclusive means small, poorly fitted or top-dose-only effect
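Human TRb ligand-binding domain at 0.6 uM with 20 nM Texas Red SRC2 peptide in Tris buffer containing 1 uM T3 and 5% DMSO, incubated with compound 5 h at ambient temperature. Total fluorescence (555/632 nm) calculated as parallel + 2 × perpendicular.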
GAA spleen mod = lysosomal alpha-glucosidase (human) modulation | P10253 | 240,000 tested, 0.006% active | Potency, µM (highest dose often 79.9 µM), without a hit: at the top dose activity change, negative = inhibition, most hits filed as inhibitors | human spleen homogenate, 4-MU-alpha-glucoside fluorescence;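 further: 0% = enzyme with vehicle and -100% = no enzyme basal signal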
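AC50 values come from Hill-equation fits of concentration-response data, normalized to no-enzyme and full-activity controls. Enzyme source: 1 ug human spleen homogenate; 1 mM fluorogenic 4-MU glucoside, pH 5.0 citrate buffer, 37 C, 40 min.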
GAA inh = alpha-glucosidase (human) inhibition. Potency, µM (series often up to 76.9 µM), without a hit: at the highest dose activity change, negative = inhibition, usual class: inhibitors. purified human GAA, 4-MU-alpha-glucoside fluorescence. 200,000 tested, 0.005% active. P10253;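 further: plate controls were uninhibited enzyme wells for no effect and no-enzyme background for full effect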
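qHTS format, compound range up to 77 uM. Human lysosomal enzyme at 4 nM, 400 uM 4-MU glucoside substrate, pH 5.0, 20 min room temperature; fluorescence after alkaline stop gives activity normalized to controls.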
GoLoco inh red = blocks human Gai1 binding to RGS12 GoLoco peptide, red readout; P63096; Gai1:RGS12 GoLoco peptide FP, rhodamine, 10 min; Potency, µM (highest dose often 61.6 µM), for the others: at the top dose activity, negative = inhibition, most hits filed as inhibitors; 230,000 tested, 0.44% active; AID 880; active means well fitted inhibition curve with a large enough effect, not every such curve was filed as active; inactive means no such curve, though single readings can be large or run the other way; further: nearly all actives have a fitted effect of over 30% in size; many of its hits are not listed in these tables
Target sequence (P63096 whole entry, looked up): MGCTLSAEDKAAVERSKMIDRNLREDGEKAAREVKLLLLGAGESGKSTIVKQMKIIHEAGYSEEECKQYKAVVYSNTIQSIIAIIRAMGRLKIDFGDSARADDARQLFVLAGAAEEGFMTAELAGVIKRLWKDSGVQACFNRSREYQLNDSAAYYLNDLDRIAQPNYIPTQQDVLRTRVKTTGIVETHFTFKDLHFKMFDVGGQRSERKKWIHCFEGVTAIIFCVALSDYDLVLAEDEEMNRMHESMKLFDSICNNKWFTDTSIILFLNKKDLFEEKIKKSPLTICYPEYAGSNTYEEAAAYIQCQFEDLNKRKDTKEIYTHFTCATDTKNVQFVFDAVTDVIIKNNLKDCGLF
TRb-SRC2 inh = TRbeta-SRC2 interaction inhibition; P10828; TRbeta-SRC2 peptide binding, fluorescence polarization; receptor liganded with 1 µM T3; Potency, µM (doses to about 106 µM), for the others: top-dose activity change, negative = inhibition, usual class: inhibitors; 280,000 tested, 0.065% active; AID 1469;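 further: plate controls were bound peptide for no effect and peptide without receptor for full effect; nearly all actives have a fitted effect of over 50% in size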
Target sequence (P10828 whole entry, looked up): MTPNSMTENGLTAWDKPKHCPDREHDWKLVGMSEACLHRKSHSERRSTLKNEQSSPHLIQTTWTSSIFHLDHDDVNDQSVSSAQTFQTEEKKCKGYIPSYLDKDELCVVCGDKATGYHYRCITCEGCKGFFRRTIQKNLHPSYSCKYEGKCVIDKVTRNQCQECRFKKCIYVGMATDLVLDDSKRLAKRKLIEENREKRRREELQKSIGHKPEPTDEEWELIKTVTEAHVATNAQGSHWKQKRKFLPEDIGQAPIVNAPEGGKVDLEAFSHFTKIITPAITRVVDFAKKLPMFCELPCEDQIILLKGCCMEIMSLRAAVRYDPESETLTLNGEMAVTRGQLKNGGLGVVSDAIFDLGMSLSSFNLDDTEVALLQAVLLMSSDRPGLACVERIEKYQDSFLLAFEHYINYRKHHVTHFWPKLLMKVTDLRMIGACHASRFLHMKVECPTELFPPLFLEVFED
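TRb LBD 0.6 uM + Texas Red SRC2 peptide 20 nM, 1 uM T3, Tris buffer w/ 5% DMSO; compound pinned, 5 h RT; FP read ex 555/em 632; normalized to unbound and bound controls.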
GAA glycogen mod = GAA glycogen-cleavage inhibition or activation; 300,000 tested, 0.38% active; recombinant GAA, glycogen substrate, Amplex Red glucose oxidase fluorescence; P10253; AID 2100; Potency, µM (highest dose often 76.4 µM), inactives show at the top dose activity change, negative = inhibition, most hits filed as inhibitors;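 further: 0% = full enzyme reaction and -100% = no-enzyme basal signal; the screen sought inhibitors and activators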
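qHTS, 1536-well; enzyme 4 nM final; cpd up to 77 uM; substrate bovine liver glycogen 30 ug; 50 mM citrate/phosphate pH 5.0, 0.01% Tween-20; 37 C, 40 min; Amplex Red detection 45 min RT; Hill fit → AC50.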
Starred values were filed as active, the others as inactive; i = inactive; u = inconclusive; x = no result given; [ ] = remark or other dose. Unless noted, the call rests on the fitted dose curve; in most records, active means well fitted curve in the direction sought with a large enough effect; inconclusive means small, poorly fitted or top-dose-only effect, or another doubt; inactive means no such curve, though single readings can be large; an effect the other way counts as inactive or inconclusive. Unless noted, on the % scale 0 is the no-effect control and ±100 the full control effect; potency means the concentration at half of the fitted maximal effect. The list is partial, so the mix of outcomes need not match the whole.

SMILES	L3MBTL1 block	RECQ1 helicase	TR SRC2 fluor cs	GAA spleen mod	GAA inh	GoLoco inh red	TRb-SRC2 inh	GAA glycogen mod
Brc1ccc2nc(N3CCCC3)sc2c1	x	-6%	-3%	-9%	-7%	9%	-1%	-5%
COC(=O)c1ccc(CSc2ccc3nnc(-c4ccc(OC)cc4)n3n2)o1	x	-2%	-1%	-5%	3%	7%	0%	-12%
CSc1nnnn1-c1c(C)cccc1C	12%	12%	0%	-10%	x	5%	1%	3%
C=CCC(=O)OCCCCCCOc1ccc(C(=O)O)cc1	5%	0%	-1%	5%	0%	-7%	-10%	2%
COCCn1nnnc1C(c1cc2ccc(OC)cc2[nH]c1=O)N1CCN(C2CCCCC2)CC1 (centres undefined)	-3%	-2%	1%	-7%	-7%	23%	8%	-5%
CCN(CC)S(=O)(=O)c1cccc(C(=O)N[C@H](C(=O)OCC(N)=O)C(C)C)c1	x	8%	2%	-6%	3%	-14%	1%	-9%
COc1ccc([N+](=O)[O-])cc1NCc1ccco1	x	-10%	-2%	-2%	x	5%	3%	-4%
COc1ccc(NC(=O)CSc2nc(O)cc(=O)n2C)cc1	x	u	-4%	5%	-2%	8%	-1%	-16%
Cn1cccc1CC(=O)N/N=C/c1cccc([N+](=O)[O-])c1	-14%	-15%	-3%	-1%	u	1%	5%	-6%
CN(C)C(CNC(=O)c1ccc(S(=O)(=O)N(C)C)cc1)Cc1ccccc1 (centres undefined)	-1%	-8%	2%	0%	-7%	2%	1%	11%
CCN(C(=O)COC(=O)c1n[nH]c2ccccc12)C1CCS(=O)(=O)C1 (centres undefined)	29%	-1%	0%	-8%	4%	-17%	-1%	-1%
CCC(=O)N(Cc1ccco1)c1nc(C(=O)Nc2ccc(Cl)cc2)c(C)s1	2%	-17%	-30%	0%	-8%	6%	-2%	8%
CC(C)N1CCN(Cc2cccc(-c3ccco3)c2)CC1CCO (centres undefined)	u	x	-4%	10%	u	9%	5%	-10%
O=C(Nc1ccc(N=Nc2ccccc2)cc1)c1ccc(Cl)cc1Cl	6%	-7%	-4%	-8%	3%	-8%	5%	5%
C=CCN1C(=O)C(Cc2ccc(OCC)cc2)SC1=Nc1ccc(C(=O)O)cc1 (centres undefined)	5%	-1%	-4%	-23%	-1%	-5%	2%	4%
Cc1ccc(NS(=O)(=O)c2ccc3c(c2)n(C)c(=O)n3C)cc1C	5%	x	-1%	x	x	x	-1%	u
COC(=O)COc1cccc(/C=N/NC(=O)CCSc2ccccc2)c1	x	-2%	-2%	0%	0%	1%	1%	5%
COc1ccccc1-c1c(NC(=O)c2ccco2)n(-c2ccccc2)nc(C)c1=O	6%	-4%	-2%	-5%	2%[15.4 µM]	4%	4%	-7%
O=C(O)CSc1nnc(-c2ccncc2)n1-c1ccc(Cl)cc1	x	-5%	-1%	0%	6%	10%	-9%	-1%
O=C(CSc1nnc(Cn2c(=O)sc3ccccc32)n1-c1ccccc1)Nc1nccs1	4%	-1%	-1%	-2%	7%	6%	2%	0%
CC1CCN(c2nc(NCc3ccco3)nc(N)c2[N+](=O)[O-])CC1	-13%	-4%	-2%	7%	-10%	4%	-1%	3%
CC1=NCCN1CCNC(=O)Nc1cc(C)cc(C)c1	-1%	i	-4%	-1%	u	7%	-4%	-3%
Cc1ccc(C)c(NC(=O)Cc2coc3cc4c(cc23)CCC4)c1	-6%	-2%	1%	12%	-2%	-13%	7%	-1%
CC(C)(C)c1ccc(C(=O)N2CCNCC2)cc1	x	-8%	-1%	-7%	-3%	3%	-9%	3%
CC1(C(=O)NCc2ccc(Cl)c(Cl)c2)Oc2ccccc2NC1=O (centres undefined)	10%	-3%	1%	4%	3%	6%	6%	-5%
Clc1ccccc1CSc1cc2c(nn1)-c1ccccc1CC2	23%	-11%	-1%	-5%	3%	7%	1%	6%
CCOC(=O)c1nn(-c2ccc(F)cc2)c2c1CC/C2=C/c1ccccc1	10%	-13%	0%	-2%	8%	-6%	-9%	17%
COc1cc(/C=C2/NC(=O)N(CC(=O)Nc3cccc(C)c3)C2=O)ccc1OCC(N)=O	-1%	8%	-6%	6%	-3%	1%	-5%	6%
C[C@H](C(=O)OCO/N=[N+](\[O-])N1CCCC1)c1cccc2ccccc12	x	i	-7%	5%	x	x	6%	x
Cn1c(=O)c2nc(NCc3ccccc3)cnc2n(C)c1=O	5%	i	-2%	2%	-1%	5%	-6%	-16%
COc1ccccc1C1CC(=O)Nc2c1c(=O)n(C)c(=O)n2C (centres undefined)	34%	-2%	-8%	-2%	1%[15.4 µM]	-1%	1%	1%
O=[N+]([O-])c1ccc(O)c(/C=N/Nc2ccccc2Cl)c1	1%	-5%	-4%	-15%	-3%	2%	-7%	u
COc1ccccc1N1C(=S)NC2CS(=O)(=O)CC21 (centres undefined)	17%	2%	-4%	-2%	-8%	0%	-2%	10%
O=C(O)C1C2CCC(O2)C1C(=O)NCc1ccccc1Br (centres undefined)	6%	3%	1%	-3%	11%	8%	6%	2%
CC(=O)Nc1nc(COc2ccc3ccccc3c2)cs1	x	i	1%	2%	-8%	-12%	-21%	2%
O=C(Cc1nc2ccccc2[nH]1)c1ccc(Br)cc1	0%	i	-1%	-1%	-29%	7%	0%	4%
Cc1cc(C)n(-c2ncc3c(n2)N(CCO)CCOC3=O)n1	14%	i	-4%	8%	-17%	4%	0%	10%
COc1cc(-c2ccc(NC(=O)CN3CCC(C)CC3)c(OC)c2)ccc1NC(=O)CN1CCC(C)CC1	3%	0%	-1%	-5%	-23%	-5%	5%	1%
COC(=O)CNC(=O)c1cn(CC(C)C)c(=O)c2cc(OC)c(OC)cc12	9%	9%	-3%	-2%	-3%	5%	-5%	1%
COc1ccc(/C=C/C(=O)NC(=S)NNC(=O)c2cccs2)cc1OC	x	6%	2%	-1%	x	0%	-9%	-3%
COc1cccc(C(=O)Oc2cccc(N3C(=O)C4C5CC(C(Br)C5Br)C4C3=O)c2)c1 (centres undefined)	x	i	3%	-1%	3%	-2%	-23%	-4%
CC(=O)c1ccc(Cc2ncc(C(F)(F)F)cc2Cl)s1	4%	-15%	4%	0%	3%	9%	-4%	-1%
CCOC(=O)N1CCC(NC(=O)COc2cc(=O)n(C)c3ccccc23)CC1	x	-12%	-1%	-10%	-8%	2%	-10%	-16%
COc1ccc(CCNC(=O)C(=O)Nc2ccc3c(c2)OCCO3)cc1OC	x	-8%	1%	2%	-19%	-5%	-9%	-3%
CSc1nc(-c2ccco2)nn1C(=O)c1ccco1	10%	-2%	0%	8%	-5%	5%	-11%	-1%
Cc1cc(NCCCN2CCOCC2)n2ncc(-c3ccc(Cl)cc3)c2n1	2%	i	2%	-1%	7%	-15%	6%	1%
O=C(CN(C1CCCCC1)S(=O)(=O)c1ccc(Br)cc1)NCc1ccncc1	6%	i	-1%	-1%	4%	19%	5%	-8%
O=C(CSc1nc2ccccc2s1)N1N=C(c2cccs2)CC1c1ccc(F)cc1 (centres undefined)	-4%	-24%	0%	5%	1%	-11%	0%	-5%
CC1CCN(c2nnc(N3CCC(C)CC3)c3ccccc23)CC1	5%	i	-1%	3%	x	0%	-1%	2%
O=C(CCCCCNC(=O)c1ccccc1)N/N=C/c1ccc(O)cc1O	10%	-8%	2%	7%	6%	16%	3%	-7%
O=C(CCN1CCCCCC1)Nc1ccc(F)c(F)c1	5%	-11%	1%	3%	-17%	-2%	-9%	0%
CC(=O)c1ccccc1OCC(O)CN1CCN(CCN2C(=O)c3cccc4cccc(c34)C2=O)CC1 (centres undefined)	-8%	9%	-5%	-3%	-18%	7%	-3%	-10%
CSc1nc(C)cc(OCC(=O)N2CCOCC2)n1	1%	-15%	-1%	-2%	-3%	4%	-18%	6%
COc1ccc(/C(C)=N/Nc2ccccc2Cl)c(O)c1	-15%	-10%	-1%	-1%	x	-11%	2%	u
CCC(=O)O[C@H](CC(=O)O)C[N+](C)(C)C	x	u	-1%	2%	x	11%	4%	x
c1ccc2[nH]c(CN3CCCCC3)nc2c1	x	-8%	2%	3%	-5%	5%	6%	3%
Cc1ccc(NC(=O)C(Nc2ccccc2)c2ccccc2)cc1 (centres undefined)	-11%	2%	-2%	-5%	-1%	-1%	7%	-9%
CN(C)c1ncc(S(=O)(=O)c2ccc(Cl)cc2)c(-c2ccc(Cl)cc2Cl)n1	2%	-17%	-3%	-16%	9%	-5%	1%	-4%
COc1ccc(CSc2nncn2N)cc1Br	1%	-5%	3%	4%	0%	x	-2%	6%
CCc1nnc(NC(=O)CCC(=O)N2CCN(Cc3cc(F)ccc3OC)CC2)s1	0%	15%	0%	-1%	-1%	7%	7%	-8%

An excerpt of these results, in CSV form:
Molecule,L3MBTL1 block,RECQ1 helicase,TR SRC2 fluor cs,GAA spleen mod,GAA inh,GoLoco inh red,TRb-SRC2 inh,GAA glycogen mod
O=C(CN(C1CCCCC1)S(=O)(=O)c1ccc(Br)cc1)NCc1ccncc1,6%,i,-1%,-1%,4%,19%,5%,-8%
O=C(CSc1nc2ccccc2s1)N1N=C(c2cccs2)CC1c1ccc(F)cc1 (centres undefined),-4%,-24%,0%,5%,1%,-11%,0%,-5%

Record cards, from the list above. Order of screens: L3MBTL1 block, RECQ1 helicase, TR SRC2 fluor cs, GAA spleen mod, GAA inh, GoLoco inh red, TRb-SRC2 inh, GAA glycogen mod
CN(C)c1ncc(S(=O)(=O)c2ccc(Cl)cc2)c(-c2ccc(Cl)cc2Cl)n1 across the screens: 2%, -17%, -3%, -16%, 9%, -5%, 1%, -4%
O=C(CCN1CCCCCC1)Nc1ccc(F)c(F)c1 across the screens: 5%, -11%, 1%, 3%, -17%, -2%, -9%, 0%
CC(=O)c1ccccc1OCC(O)CN1CCN(CCN2C(=O)c3cccc4cccc(c34)C2=O)CC1 (centres undefined) across the screens: -8%, 9%, -5%, -3%, -18%, 7%, -3%, -10%

From PubChem BioAssay
